# Compound activity (PubChem)
# hiPSC survival – enhancers of human iPSC single-cell survival | hiPSC single-cell survival, ATPlite luminescence; 100% = ROCK inhibitor wells, 0% = DMSO | survival enhancement, % at 20 µM | actives 0.044% (n = 360,000) | AID 602274; in the data active means survival enhancement above about 18%;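 further: cells exposed to compounds for 16 hours before the ATP read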
# HTR2A ag – mouse HTR2A agonism via beta-arrestin recruitment; P35363; CHO-K1 mHTR2A beta-arrestin complementation, luminescence; percent of 30 µM serotonin response; activation, % at 7.6 µM; actives 0.66% (n = 360,000); AID 624169;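 active means activation above a run cutoff, the mean activation of all tested compounds plus 3 SD, cut at about 14% in these data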;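 further: 0% = plate median of compound wells and 100% = 30 µM serotonin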
# aDG glyco act – alpha-DG glycosylation activation | activation, % at 10 µM | actives 0.22% (n = 360,000) | AID 624168 | Pro5-aDG cells, alpha-DG glycosylation AlphaScreen (IIH6); 0% Pro5, 100% B10-LARGE cell signal;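 active means activation of at least 8% versus controls, or a plate z-score of at least 8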;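 further: Pro5 are CHO cells carrying HIG-tagged alpha-DG that lacks glycosylation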
# MC4R antag cAMP – antagonists of human melanocortin 4 receptor (MC4R). MC4R-expressing cells, MTII-stimulated cAMP, LANCE TR-FRET. inhibition, % at 6.5 µM. actives 0.48% (n = 360,000);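 active means inhibition above its plate's cutoff, the mean of tested wells on that plate plus 3 SD, cut at about 29% in these data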;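 further: 0% = Melanotan II alone and 100% = Melanotan II plus saturating MCL0020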
#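 System: U2OS-MC4R stable cell line; Technique: Eu-cAMP/anti-cAMP TR-FRET, emission 671 nm; Repeats: single well per compound; Also added: Melanotan II; Dosing: one concentration, 6.5 µM nominal; Schedule: 30-min compound, 1-h challenge, 1-h detection, room temperature.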
# Exocytosis inh – blocks lytic granule exocytosis | TALL-104 LAMP-1 surface exposure, flow cytometry; cells stimulated with thapsigargin and PMA | actives 0.66% (n = 360,000) | inhibition, % at 10 µM;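 active means inhibition above about 55%, limit read from the data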
# ABCB6 inh 2 – human ABCB6 transporter inhibition | Q9NP58 | K562-ABCB6 porphyrin accumulation, flow cytometry, 1 h; stronger effect = lower value | fluorescence ratio to DMSO, % at 10 µM | actives 0.19% (n = 360,000) | AID 602162;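 active means fluorescence ratio to DMSO below 75%, the collection mean minus 3 SD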;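 further: signal is porphyrin accumulated inside mitochondria; 100% equals median channel fluorescence of DMSO control wells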
# Cardio protect – modulators protecting cardiomyocytes from myocardial damage; H9c2 cardiomyocytes, H2O2 injury protection, ATPLite, 2 h; protection from H2O2 cell death, % at 20 µM; actives 0.63% (n = 360,000); AID 588492;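 active means compounds giving at least 50% protection of heart cells from peroxide-induced death in the single-dose screen, raw or plate-pattern-corrected value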;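 further: 0% = DMSO wells with peroxide and 100% = DMSO wells without peroxide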
# MC4R barr agon – agonists of human melanocortin 4 receptor (MC4R) beta-arrestin; P32245; U2OS MC4R beta-arrestin complementation, luminescence; percent of melanotan II response, DMSO zero; activation, % at 8.9 µM; actives 0.98% (n = 360,000); AID 540308;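 active means activation above a per-plate cutoff, the mean activation of sample wells on that plate plus 3 SD, cut at about 8% in these data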
# N-glyco inh – blocks N-linked glycosylation in D54 reporter cells; D54 ERlucT glycosylation luciferase reporter, 24 h; percent of 100 nM tunicamycin response; reporter increase, % at 12.5 µM; actives 0.23% (n = 360,000);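 active means mean luciferase reporter signal, scaled so untreated is 0 and the glycosylation-blocking control 100, at or above a set limit in every replicate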;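 further: luciferase carries N-glycosylation sites so blocking glycosylation raises the light; 0% = median of neutral control wells and 100% = median of 100 nM tunicamycin wells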
# ABHD5-PLIN5 inh – inhibitors of human ABHD5-perilipin-5 interaction; Q00G26+Q8WTS1; Split G. princeps luciferase complementation, luminescence, 4 h; inhibition, % at 4 µM; actives 0.78% (n = 360,000); AID 602281;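 active means inhibition above the mean inhibition across every tested compound plus 3 SD, cut at about 22% in these data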;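 further: 0% = DMSO only wells and the 100% control is not disclosed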
# Target sequence (Q00G26 whole entry, looked up): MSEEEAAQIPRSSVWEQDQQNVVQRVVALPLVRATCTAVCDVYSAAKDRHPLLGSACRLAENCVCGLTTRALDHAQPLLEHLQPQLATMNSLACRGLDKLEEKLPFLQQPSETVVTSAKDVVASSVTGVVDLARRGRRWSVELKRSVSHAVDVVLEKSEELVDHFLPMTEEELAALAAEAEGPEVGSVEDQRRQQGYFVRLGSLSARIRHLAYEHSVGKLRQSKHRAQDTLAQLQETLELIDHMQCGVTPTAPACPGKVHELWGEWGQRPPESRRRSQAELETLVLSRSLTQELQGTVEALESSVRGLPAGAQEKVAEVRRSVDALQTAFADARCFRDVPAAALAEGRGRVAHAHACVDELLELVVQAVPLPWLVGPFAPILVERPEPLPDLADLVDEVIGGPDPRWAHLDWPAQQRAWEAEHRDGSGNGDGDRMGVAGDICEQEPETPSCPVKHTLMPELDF
# Target sequence (Q8WTS1 whole entry, looked up): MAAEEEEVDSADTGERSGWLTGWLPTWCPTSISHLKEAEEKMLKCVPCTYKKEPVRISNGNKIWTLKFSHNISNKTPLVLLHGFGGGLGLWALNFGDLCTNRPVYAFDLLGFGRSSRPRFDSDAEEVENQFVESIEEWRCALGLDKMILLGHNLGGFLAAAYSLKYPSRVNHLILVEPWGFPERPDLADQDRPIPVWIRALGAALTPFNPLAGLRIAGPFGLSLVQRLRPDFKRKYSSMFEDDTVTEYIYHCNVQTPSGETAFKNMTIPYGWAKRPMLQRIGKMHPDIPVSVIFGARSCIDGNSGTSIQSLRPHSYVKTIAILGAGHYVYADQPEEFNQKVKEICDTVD
# The depositor's hits bear a star; · = not tested or not shown.
1. Cn1c(N)c(C(=O)CSc2nnc(C3CC3)n2N)c(=O)n(C)c1=O
2. CCc1c(C2(O)CCCCC2)[nH]c2cnccc12
3. CCOc1cc2nc3c4ccccc4n(C)c3nc2cc1OCC
4. CC(NC(=O)c1ccc(CS(C)(=O)=O)cc1)C1CC2CCC1C2 (stereo not drawn)
5. CC(=O)N1CCc2cc(S(=O)(=O)C(C)CC(=O)NCc3ccc(C)o3)ccc21 (stereo not drawn)
6. CCCCn1c(CCC(=O)O)ccc1-c1cccs1
7. Cc1ccc(Cn2c(CCC(=O)O)nc3ncccc3c2=O)cc1
8. OCC1(CC2CCCCO2)CCN(Cc2nc3ccccc3[nH]2)CC1 (stereo not drawn)
9. COCCOC(=O)C1=C(C)NC(=O)NC1c1cn(-c2ccccc2)nc1-c1cccs1 (stereo not drawn)
10. CCOc1cc(/C=C2/C(=N)N3C(=NC2=O)SN=C3S(C)(=O)=O)ccc1OS(=O)(=O)c1ccccc1

Screen / compound no.	1	2	3	4	5	6	7	8	9	10
hiPSC survival	-0.4	1.9	0.3	-0.2	-0.1	-1.0	-0.9	-2.1	-0.9	-0.1
HTR2A ag	4	1	3	-1	6	-3	2	-3	3	-8
aDG glyco act	0.2	0.3	0.2	-0.1	-0.3	-0.1	0.1	-0.2	0.1	0.0
MC4R antag cAMP	-1	5	22	7	16	0	1	3	8	6
Exocytosis inh	-3	0	5	-14	-15	3	4	1	-1	6
ABCB6 inh 2	96	97	92	99	96	101	98	93	113	94
Cardio protect	7	-4	48	11	4	-4	-6	1	-5	6
MC4R barr agon	-1.8	-0.8	3.4	-2.2	-0.7	-0.4	0.3	1.2	-0.4	-4.5
N-glyco inh	3	-2	2	2	0	-3	0	0	2	1
ABHD5-PLIN5 inh	9	1	-23	2	8	11	0	4	0	-10

11. COc1ccc(-c2cc(C(=O)Nc3ccc4c(c3)OCO4)no2)cc1OC
12. Cc1ccc(OCc2cc(C(=O)N3CCCC(O)C3)no2)cn1 (stereo not drawn)
13. COc1ccc(Cc2nc3ccc(C(=O)NCC4COCCO4)cc3o2)cc1 (stereo not drawn)
14. COC(=O)c1ccccc1N/C=C/C(=O)c1ccc(Br)cc1
15. CCN(CC)c1ncnc2c1cnn2Cc1ccc(Cl)cc1
16. CCCn1c(SCC(=O)c2[nH]c(C)c(C(C)=O)c2C)n[nH]c1=O
17. CC(C)(C)OC(=O)NCc1ccc(NC(=O)c2nc[nH]c2C(=O)NCCCCNC(=O)c2[nH]cnc2C(=O)Nc2ccc(CNC(=O)OC(C)(C)C)cc2)cc1
18. CCOc1ccc(S(=O)(=O)NCCC(=O)OCN2C(=O)c3ccccc3C2=O)cc1
19. CC(C)C(=O)Nc1nnc(SCC(=O)Nc2ccc3c(c2)OCO3)s1
20. C=CCN1C(=O)/C(=C\c2ccc(Cl)cc2)N=C1SCC(=O)NCCC

Screen / compound no.	11	12	13	14	15	16	17	18	19	20
hiPSC survival	1.4	-0.4	0.4	-1.2	-0.6	-0.5	-3.1	0.3	-2.2	-4.4
HTR2A ag	2	10	-10	-3	1	3	2	1	2	0
aDG glyco act	-0.1	-0.3	-0.1	-0.2	0.0	-0.1	-0.5	-0.3	0.3	0.0
MC4R antag cAMP	14	9	-6	5	-16	5	15	8	3	9
Exocytosis inh	1	-5	-2	3	-5	4	-3	0	-6	4
ABCB6 inh 2	98	100	103	98	92	102	94	98	99	96
Cardio protect	-2	5	-3	-7	12	4	67*	-3	0	-24
MC4R barr agon	5.6	-2.2	1.4	-1.2	1.2	1.9	-0.7	-0.8	-2.2	-2.0
N-glyco inh	-2	0	0	1	4	3	-6	1	1	1
ABHD5-PLIN5 inh	-3	1	8	-3	0	-4	2	8	2	-8

21. CC(C)[C@H](NS(=O)(=O)c1ccccc1)C(=O)OCC(=O)NC(=O)c1cccn1C
22. CCOC(=O)[C@]12CCC=C1N(Cc1ccc3c(c1)OCO3)C(=O)[C@H](CC(=O)NCCC(C)C)C2
23. CSCC[C@H](NC(=O)Cc1c(C)c2cc3c4c(oc3cc2oc1=O)CCCC4)C(=O)O
24. Cc1ccnc(N2CCC(C(=O)NCc3ccccc3F)CC2)n1
25. COc1cc(-c2c(C#N)c(=O)[nH]c3c2c(C)nn3-c2ccccc2)ccc1O
26. CCOc1cc(C2Nc3cccc4cccc(c34)N2)ccc1O
27. Cc1cccc(C)c1NC(=O)C1c2ccccc2OCC(=O)N1Cc1ccccc1 (stereo not drawn)
28. S=C(NCCN1CCOCC1)N/N=C/c1ccccc1
29. CC(=O)c1cccc(N(CC(=O)NC2CCCCC2)C(=O)c2csnn2)c1
30. CC1=NC(=O)C(N=Nc2cccc(O)c2)N1c1ccccc1 (stereo not drawn)

Screen / compound no.	21	22	23	24	25	26	27	28	29	30
hiPSC survival	6.8	1.5	-0.5	0.5	0.1	-2.4	-1.2	-0.3	0.1	-1.1
HTR2A ag	-1	4	2	6	-1	-3	-2	-4	2	-3
aDG glyco act	-0.3	-0.2	0.0	0.7	-0.2	-0.5	0.1	-0.1	0.0	-0.4
MC4R antag cAMP	18	·	-3	5	6	-12	·	-6	2	-12
Exocytosis inh	2	-6	3	-1	-1	13	7	-1	4	0
ABCB6 inh 2	104	100	101	102	100	99	100	93	98	107
Cardio protect	2	·	-2	-3	3	5	·	7	2	5
MC4R barr agon	-1.4	·	-0.9	0.2	-1.7	-3.0	·	-1.5	-1.4	3.0
N-glyco inh	3	·	-1	0	2	-2	·	2	2	1
ABHD5-PLIN5 inh	2	-5	-5	4	-1	10	-13	-1	0	0

31. CN(C)CC/C=C1/c2cc(F)ccc2Sc2ccc(Cl)cc21
32. CC(C)(C)/C(O)=C/c1nc2cc(Cl)ccc2oc1=O
33. O=[N+]([O-])c1ccc2c(c1)nc1n2CCCCC1
34. Cc1ccc(-n2cc(CNCCCn3cccn3)c(-c3cccc(C)c3)n2)cc1
35. CCOC(=O)CSc1cc(C)nc2ccc(OC)cc12
36. O=C(NNC(=O)C1[C@H]2CCCC[C@@H]12)Nc1cccc2ccccc12 (stereo partly drawn)
37. CCOC(=O)c1c(C)[nH]c(C(=O)CSc2nnnn2-c2ccc(C)cc2)c1C
38. COC(=O)C1=C(Nc2ccc(C)cc2)C=C(C)C(C(=O)OC)C1c1ccc(OC)cc1 (stereo not drawn)
39. COCCn1c(CN(C)Cc2ccccc2)nc2c1c(=O)n(C)c(=O)n2C
40. COc1ccc(C(=O)OCc2ccc(C)cc2)cc1S(=O)(=O)N1CCOCC1

Screen / compound no.	31	32	33	34	35	36	37	38	39	40
hiPSC survival	-0.1	0.9	0.6	-0.7	0.5	-0.1	-0.4	0.0	1.6	-0.3
HTR2A ag	-5	-2	-4	-5	-3	-10	6	-4	-1	18*
aDG glyco act	0.1	0.2	-0.4	-0.3	0.4	0.0	0.2	0.0	0.1	0.6
MC4R antag cAMP	4	-3	2	-1	9	13	6	-9	6	7
Exocytosis inh	43	-2	8	10	-3	-4	0	-10	-3	-2
ABCB6 inh 2	104	100	88	92	98	97	106	104	94	100
Cardio protect	-3	-5	0	-10	5	4	6	8	-13	7
MC4R barr agon	-0.4	0.5	-2.0	6.1	-2.5	2.4	-0.4	-3.1	1.6	-2.4
N-glyco inh	-1	-2	-7	-4	0	-2	1	7	2	-3
ABHD5-PLIN5 inh	12	1	3	13	1	4	-8	2	-1	0

# Entries of single compounds, looked up by structure.
# Results for COc1ccc(C(=O)OCc2ccc(C)cc2)cc1S(=O)(=O)N1CCOCC1 : hiPSC survival: -0.3; HTR2A ag: 18*; aDG glyco act: 0.6; MC4R antag cAMP: 7; Exocytosis inh: -2; ABCB6 inh 2: 100; Cardio protect: 7; MC4R barr agon: -2.4; N-glyco inh: -3; ABHD5-PLIN5 inh: 0
# Results for O=C(NNC(=O)C1[C@H]2CCCC[C@@H]12)Nc1cccc2ccccc12 (stereo partly drawn) : hiPSC survival: -0.1; HTR2A ag: -10; aDG glyco act: 0.0; MC4R antag cAMP: 13; Exocytosis inh: -4; ABCB6 inh 2: 97; Cardio protect: 4; MC4R barr agon: 2.4; N-glyco inh: -2; ABHD5-PLIN5 inh: 4

# (further entries)
41. O=S(=O)(c1ccccc1)N1CCN(C(=S)Nc2ccc(F)cc2)CC1
42. Oc1[nH]c2ccccc2c1N=Nc1c(F)c(F)c(C(F)(F)F)c(F)c1F
43. O=C(c1ccc(C(=O)N2CCN(c3ccccc3F)CC2)nc1)N1CCN(c2ccccc2F)CC1
44. Cc1cccc(C)c1NC(=S)/N=C/N(C)C
45. CC(C)N(Cc1nc(-c2ccccc2)no1)C(=O)c1ccc([N+](=O)[O-])cc1
46. N#Cc1ccccc1OCC(=O)NNC(=O)CNC(=O)c1cccc(Br)c1
47. Cc1nc2ccc(N)cc2s1
48. Cc1ccccc1OCC(=O)NN1Cc2ccccc2C1=N
49. Cn1c(=O)c2c(nc(CN3CCN(Cc4ccccc4)CC3)n2CCN2CCOCC2)n(C)c1=O
50. Cc1ccc(OC(=O)C2CSC3(C)CCC(=O)N23)c(Br)c1 (stereo not drawn)

Screen / compound no.	41	42	43	44	45	46	47	48	49	50
hiPSC survival	-0.4	-0.5	0.4	-0.3	-1.5	-0.6	-2.3	2.3	1.5	-0.3
HTR2A ag	-2	-3	1	2	4	-2	2	-4	1	-9
aDG glyco act	0.2	-0.1	-0.1	0.6	0.5	-0.1	0.0	-0.2	0.1	-0.1
MC4R antag cAMP	7	9	22	11	16	7	3	-4	-6	7
Exocytosis inh	-1	-4	1	4	4	-3	15	-3	-9	0
ABCB6 inh 2	99	98	102	101	99	89	106	94	94	94
Cardio protect	0	2	-4	-4	-5	10	-2	9	-2	-9
MC4R barr agon	-0.2	-0.1	2.6	-0.3	-2.6	-1.4	-0.9	0.3	-1.0	-1.2
N-glyco inh	-1	2	-1	0	-2	0	1	2	3	6
ABHD5-PLIN5 inh	-4	5	-3	-7	1	-5	-7	0	3	8

51. COc1ccc(Oc2nc3c(c(=O)n(C)c(=O)n3C)n2Cc2ccccc2)cc1
52. COc1cccc(N2CCN(C(=O)c3cccc(NC(=O)C4=C(C)OCCS4)c3)CC2)c1
53. CC(=O)Nc1ccc(NC(=O)CSc2nnc(NC(=O)c3ccccc3F)s2)cc1
54. O=C(O)CC1=C(O)C(=O)N(c2ccccc2)C1c1ccccc1 (stereo not drawn)
55. c1ccc(CCNc2nc(-c3cccnc3)cs2)cc1
56. COc1ccc(N=CC=C2OC(C)(C)C(C)(C)O2)cc1OC
57. CCOC(=O)c1cc(-c2ccccc2C)n(Cc2cc(C)no2)n1

Screen / compound no.	51	52	53	54	55	56	57
hiPSC survival	1.7	0.3	-3.8	-2.0	1.1	0.4	0.9
HTR2A ag	6	-2	3	-2	3	6	23*
aDG glyco act	0.5	-0.2	0.3	-0.1	0.0	-0.1	1.1
MC4R antag cAMP	8	17	-1	3	0	14	10
Exocytosis inh	3	-7	0	-1	-2	-1	-9
ABCB6 inh 2	91	88	96	106	98	92	100
Cardio protect	1	10	-20	1	-5	4	7
MC4R barr agon	-0.1	-0.1	-0.8	0.1	1.9	-1.4	-0.5
N-glyco inh	-2	7	-5	1	0	5	-3
ABHD5-PLIN5 inh	0	-4	2	2	0	6	5
